Lipid storage S3: qHTS Assay for Lipid Storage Modulators in Drosophila S3 Cells; Drosophila S3 cells, BODIPY lipid droplet fluorescence, 18-24 h; cells fed with added oleic acid; actives 0.64% (n = 320,000); Potency in µM for hits, for the others lipid storage change, negative = inhibition, % at the top dose, mostly 46.1 µM; active = well fitted inhibition curve with a large enough effect in the signal ratio, with a control signal flat, not every such curve was filed as active; inconclusive = small, poorly fitted or top-dose-only effect, or effect the other way, or a change in a side signal; the % refers to the signal ratio
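Drosophila S3 cells loaded with oleic acid (400 uM, as added) and compounds at several concentrations; lipid droplets imaged by 488-nm laser-scanning cytometry, 500–530 nm intensity and object ratio to cell channel. Percent activity normalized to 20 uM Triacsin C.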
Lipid storage S3 cell count max: further read-out of Lipid storage S3, marked with its call; cell number change, %; measured here: cell count max response;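 cells counted by Cell Tracker Red CMTPX staining in the red channel; peak over a dose series mostly up to 46.1 µM; percent activity relative to internal control wells on each plate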
Active calls of the source: *; i = inactive; ? = inconclusive; . = no result given. % is set by controls: 0 for no effect and ±100 for the full control effect; potency is the fitted concentration of half-maximal effect. The list is partial. The share of hits here may be higher or lower than overall.

molecule,Lipid storage S3,Lipid storage S3 cell count max
CCOC(=O)C(CCCCC(NC(C)=O)(C(=O)OCC)C(=O)OCC)(NC(C)=O)C(=O)OCC,-15%,.
COC(=O)CCCC1=CC2=CC(=O)C(C)(OC(=O)c3cccs3)C(=O)C2=CN1CC(C)C (centres undefined),17%,-14
O=C(c1cn(CC2CCCCC2)nn1)N1CCN(c2ccc(F)cc2)CC1,26%,17
Cc1ccc(S(=O)(=O)N2CCN(S(=O)(=O)N(C)C)CC2)cc1,?,.
N#Cc1nc(-c2ccco2)oc1NCc1ccco1,i,.
Cn1ccsc1=NC(=O)c1ccc(CS(C)(=O)=O)cc1,?,.
O=C(NCCNC(=O)c1ccco1)c1ccco1,-14%,3
Oc1ccccc1CNc1nc2ccccc2n1CCN1CCCCC1,?,.
CC(=O)c1ccc(S(=O)(=O)N2CCCC(N(C)CCc3ccccn3)C2)cc1 (centres undefined),-10%,-14
O=C(Nc1ccc(Cl)cc1)C1C2C=CC3(O2)C1C(=O)N(CCCN1CCCCC1)C3C(=O)NC1CCCCC1 (centres undefined),?,.
Cc1cc(C)nc(NS(=O)(=O)c2ccc(NC(=O)c3cc(=O)c4ccccc4o3)cc2)n1,i,-7
COc1ccc(NS(=O)(=O)c2cc(NC(=O)CC(C)(C)C)ccc2N2CCCC2)cc1,?,.
N#C/C(=N\Nc1ccc(Cl)cc1)C(=O)c1ccccc1,?,.
Cc1ccc(C(=O)NCC(=O)OCN2C(=O)c3ccccc3C2=O)cc1C,?,.
CCOC(=O)c1ccc(NC(=S)N2CCN(CCN=CC3=C(O)CC(C)(C)CC3=O)CC2)cc1,?,.
Cc1nc(Cl)cc(N/N=C/c2ccccc2)n1,?,.
CC(/C=N/NC(=O)c1nnn(-c2nonc2N)c1CN1CCCCC1)=C\c1ccccc1,i,-24
CCN(CC)S(=O)(=O)c1ccc(F)c(C(=O)OC2CC(C)OC2=O)c1 (centres undefined),-17%,10
Cc1ccc(NC(=O)c2ccc(Nc3c([N+](=O)[O-])cc([N+](=O)[O-])cc3[N+](=O)[O-])cc2)cc1,?,.
CO/N=C/C(=N\Nc1cc(OC)cc(OC)c1)C(=O)c1ccccc1,?,.
COc1ccc(S(=O)(=O)NC2CC(C)(C)NC(C)(C)C2)c2ccccc12,15%,7
CCC(Sc1nc(N)cc(=O)[nH]1)C(=O)Nc1cc(C)on1 (centres undefined),26%,5
COc1ccccc1S(=O)(=O)N1CCC(C(=O)O)(c2ccccc2)CC1,i,-9
COCCNC(=O)c1ccc2c(c1)C(=O)c1ccccc1-2,-3%,-4
C=CCN1C(=O)/C(=C\C(C)=C\c2ccccc2)SC1=S,?,.
COc1cc(NC(=O)COc2cccc(C)c2C)ccc1NC(=O)c1ccco1,?,.
CC(C)CCN1CCN(Cc2cccn2-c2ccccn2)CC1CCO (centres undefined),4%,2
Cc1ccc(C(=O)Nc2cccc(-c3cn4ccccc4n3)c2)cc1,17%,6
COC(=O)c1cc(NC(=O)C2COc3ccccc3O2)cc(C(=O)OC)c1 (centres undefined),i,.
CCCN(CCC)S(=O)(=O)c1ccc(C(=O)Nc2c(C)n(C)n(-c3ccccc3)c2=O)cc1,?,.
CC(=O)NC1C(Oc2ccccc2C)OC(CO)C(O)C1O (centres undefined),11%,-3
CC(Sc1n[nH]c(-c2ccccc2)n1)C(=O)c1c(N)n(C)c(=O)n(C)c1=O (centres undefined),?,.
CCN1C(=O)CSC1=NC1C2CC3CC(C2)CC1C3 (centres undefined),?,.
Fc1ccc(COc2ccc(Br)cc2CNCC2CCCO2)cc1 (centres undefined),?,.
O=S1(=O)CC(NCc2ccccc2)C(Nc2ccccc2)C1 (centres undefined),i,.
O=C(Cc1coc(-c2ccc(F)cc2)n1)NC1CCCCC1,i,12
COc1cc(CNCCCN2CCOCC2)ccc1OCC(=O)NC(C)(C)C,?,.
CCCN(CCC)CC(O)CN(c1cc([N+](=O)[O-])ccc1OC)S(=O)(=O)c1ccccc1 (centres undefined),?,.
COc1cc(NC(=O)c2cc(-c3ccccc3)on2)cc(OC)c1OC,?,.
Cc1cc(N)n(-c2ccc3ccccc3c2)n1,-12%,-2
CC(C(=O)Nc1ccccc1)N1CCN(C(=O)c2ccco2)CC1 (centres undefined),19%,13
Cc1sc2ncnc(N3CCC(C(=O)Nc4nnc(SCc5ccccc5F)s4)CC3)c2c1C,?,.
COc1ccc(NC(=O)C(CC(C)C)NC(=O)C2CCC(C)CC2)cc1 (centres undefined),?,.
CCN1CCN(C(=O)CN(Cc2ccccc2)S(C)(=O)=O)CC1,?,.
COc1ccc(-c2nc(SCC(=O)NC3CCCC3)c(-c3ccc(OC)cc3)[nH]2)cc1,7%,23
COc1ccc(/C=C/c2nc3ccccc3n2C)cc1,5%,6
O=[N+]([O-])/C=C/c1cc2ccccc2[nH]1,?,.
Cc1ccc2nc(N(CCCN(C)C)C(=O)CN3C(=O)c4ccccc4C3=O)sc2c1,?,.
CCN1CCN(Cc2c(O)ccc3c(=O)c(-c4ccc(OC)c(OC)c4)c(C(F)(F)F)oc23)CC1,?,.
COc1cccc(NC(=O)CSc2nnc(-c3cccs3)n2C)c1,i,.

(next part)
molecule,Lipid storage S3,Lipid storage S3 cell count max
Oc1c(C(c2cccs2)N2CCOCC2)sc2ncnn12 (centres undefined),?,.
COc1cc([N+](=O)[O-])ccc1NC(=S)Nc1cc(C(=O)OC(C)C)cc(C(=O)OC(C)C)c1,?,.
Cc1ccc(CNC(=O)CCCn2c(=O)c3ccccc3n(CC(=O)NCc3ccco3)c2=O)cc1,3%,-12
CC(=O)c1cccc(NC(=S)NCCc2ccc(F)cc2)c1,14%,6
CCn1c2ccccc2c2cc(/C=N/O)ccc21,?,.
CC(=O)c1cccc(NC(=O)c2sc(Cl)nc2C)c1,-15%,13
COC(=O)c1ccc(CON2C(=O)c3ccccc3C2=O)cc1,-5%,-4
O=C(Nc1ccc(F)c(Cl)c1)C1CC(=O)n2c(nc3ccccc32)N1 (centres undefined),?,.
Cc1ccccc1/C=C/C1=NCCN1,14%,26
Fc1ccccc1CSc1nncn1NCc1cccs1,6%,11
CC(=O)c1ccc(NC(=O)CSc2ccc(-c3sc(C)nc3C)nn2)cc1,?,.
Nc1ccc(C(=O)N(CCO)CCO)cc1,-11%,-10
Cn1c(SCC(=O)Nc2ccc(Br)cc2F)nnc1-c1ccco1,-19%,-2
COC(=O)C1[C@H]2C(=O)N(Cc3cccs3)C[C@]23C=C[C@H]1O3 (some centres undefined),-13%,.
CC(C)CC(=O)/C(=C/c1ccc(N(C)C)cc1)n1cncn1,-5%,0
N#C/C(=C\c1ccc(-c2ccc(C(=O)O)cc2)o1)C(=O)NCC1CCCO1 (centres undefined),?,.
O=C1CC(C2CCCO2)C(=O)N1c1cccc(Cl)c1 (centres undefined),?,.
Cc1cc(C)cc(N(CC(=O)NCCSCc2ccccc2)S(C)(=O)=O)c1,7%,-17
Cc1cccc(CN2CCN(C3CCCC3)C(CCO)C2)n1 (centres undefined),?,.
CN(C(=O)Cc1noc2ccccc12)c1ccccc1,?,.

A second format for 6 compounds above:
The line under a structure holds: Lipid storage S3, Lipid storage S3 cell count max
> Cc1ccc(S(=O)(=O)N2CCN(S(=O)(=O)N(C)C)CC2)cc1
    ?, .
> N#Cc1nc(-c2ccco2)oc1NCc1ccco1
    i, .
> Cn1ccsc1=NC(=O)c1ccc(CS(C)(=O)=O)cc1
    ?, .
> O=C(NCCNC(=O)c1ccco1)c1ccco1
    -14%, 3
> Oc1ccccc1CNc1nc2ccccc2n1CCN1CCCCC1
    ?, .
> CC(=O)c1ccc(S(=O)(=O)N2CCCC(N(C)CCc3ccccn3)C2)cc1 (centres undefined)
    -10%, -14

More structures follow.
molecule,Lipid storage S3,Lipid storage S3 cell count max
CN1C(=S)N(c2cccnc2)C(=O)/C1=C\c1ccc(N(C)C)cc1,?,.
COc1ccc(NS(=O)(=O)c2ccc(N/N=C(\C)c3ccncc3)c([N+](=O)[O-])c2)cc1,?,.
COc1nccnc1NS(=O)(=O)c1ccc(N)cc1,i,.
COc1ccc(N(C(=O)c2cccnc2)S(=O)(=O)c2cccc([N+](=O)[O-])c2)cc1,?,.
Cc1ccc(NC(=O)c2ccc(NCCN)c([N+](=O)[O-])c2)cc1Cl,?,.
O=C(CS(=O)(=O)c1ccc(Cl)cc1)NCc1ccccc1,?,.
C/C(=N/NS(=O)(=O)c1ccccc1)c1ccc(NC(=O)C2CC2)cc1,?,.
CC1CC(=O)N(c2ccc(N(C)Cc3ccccc3)c([N+](=O)[O-])c2)C1=O (centres undefined),?,.
COc1ccc(C(NC(=O)CC(C)C)c2c(O)ccc3ccccc23)cc1 (centres undefined),?,.
COc1ccc(C2Nc3ccccc3C(=O)N2Cc2ccccc2)cc1COc1ccc(Cl)cc1Cl (centres undefined),6%,.
COC(=O)Cn1nc(-c2ccc(C)cc2)c2ccccc2c1=O,3%,10
Cn1nccc1C(=O)N1CCCC(C(=O)c2ccc(Oc3ccccc3)cc2)C1 (centres undefined),i,-13
CC(C)(C)C(=O)NC(=S)N1CCOCC1,?,.
O=C(Nc1cc(C(F)(F)F)ccc1Cl)C(=O)N1CCCCC1,10%,9
Cc1cccc(N2CCN(C(=O)C3CCCN(S(=O)(=O)c4cnc[nH]4)C3)CC2C)c1 (centres undefined),4%,7
Cc1ccc(-n2cc(CN3CCNC(=O)CC3)c(-c3cccc(C)c3)n2)cc1,1%,-3
COc1ccc2[nH]c(=O)c(CN(Cc3ccco3)Cc3nnnn3Cc3ccccc3)cc2c1,20%,-12
COc1ccc(C(=O)NCc2ccccc2)cc1Br,2%,-2
O=S1(=O)c2cccc3cccc(c23)N1Cc1ccc(-c2nnco2)cc1,i,25
COC(=O)c1ccc(CSc2ncnc3sc(C)c(C)c23)o1,i,9
CN(C)S(=O)(=O)c1ccc2c(c1)nc(CCC(=O)NCC1CCCCC1)n2C,19%,4
COc1ccc(C(=O)Nc2ccccc2C(=O)O)cc1Cl,15%,-3
COC(=O)c1ccc(CNC(=O)C2CCC(=O)N(CCCc3ccccc3)C2)cc1 (centres undefined),i,21
Nn1c(Cc2ccccc2F)nnc1SCC(=O)Nc1cccc(S(=O)(=O)NC2=NCCCCC2)c1,?,.
COC(=O)c1nc2ccccn2c1F,?,.
CC(C)(C)NC(=O)C(c1ccccn1)N(C(=O)C1CSC(=O)C1)c1ccc(F)cc1 (centres undefined),-14%,-6
Cc1ccc(Nc2ncnc(N)n2)cc1C,9%,21
Cc1cccc(N2C(=O)CC(N(O)c3ccccc3)C2=O)c1 (centres undefined),7%,1
O=C(NC(Cc1ccccc1)C(=O)O)C1CCN(S(=O)(=O)c2ccccc2C(F)(F)F)CC1 (centres undefined),-20%,7
COc1ccc(C2=NOC(C(=O)NC3CCCCC3)C2)cc1OC (centres undefined),i,.

Gathered by group, those above with an NH in an aromatic ring (six)
molecule,Lipid storage S3,Lipid storage S3 cell count max
CCC(Sc1nc(N)cc(=O)[nH]1)C(=O)Nc1cc(C)on1 (centres undefined),26%,5
CC(Sc1n[nH]c(-c2ccccc2)n1)C(=O)c1c(N)n(C)c(=O)n(C)c1=O (centres undefined),?,.
COc1ccc(-c2nc(SCC(=O)NC3CCCC3)c(-c3ccc(OC)cc3)[nH]2)cc1,7%,23
O=[N+]([O-])/C=C/c1cc2ccccc2[nH]1,?,.
Cc1cccc(N2CCN(C(=O)C3CCCN(S(=O)(=O)c4cnc[nH]4)C3)CC2C)c1 (centres undefined),4%,7
COc1ccc2[nH]c(=O)c(CN(Cc3ccco3)Cc3nnnn3Cc3ccccc3)cc2c1,20%,-12

Next part:
molecule,Lipid storage S3,Lipid storage S3 cell count max
Cc1ccc(S(=O)(=O)N2CCCCC2)c(C)c1NS(C)(=O)=O,?,.
O=C(NCc1ccc(F)cc1)c1cccs1,?,.
CC(=O)N1CN(C2CC(C)(C)NC(C)(C)C2)Cc2c1sc1c2CCCC1,-1%,-14
Cc1cc(C)c2ccc(Cl)cc2n1,17%,3
Cc1ccc(-c2nnc(N3CCOCC3)c3ccccc23)cc1S(=O)(=O)NCC1CCCO1 (centres undefined),?,.
COc1cc(NC(=O)c2ccco2)c(OC)cc1NC(=O)CCC(=O)Nc1cc(C)ccc1C,10%,2
O=C(CN1C(=O)C2C3C=CC(C3)C2C1=O)N1CC(=O)N(CCc2ccccc2)C(=O)C1 (centres undefined),?,.
COc1ccc(-n2c(SCC(=O)Nc3ccc4c(c3)OCO4)nc3ccccc3c2=O)cc1,?,.
O=C(NCc1cccnc1)c1cccn1-c1ncc(C(F)(F)F)cc1Cl,?,.
FC(F)(F)c1ccc(-c2nnc(-c3cccnc3)o2)cc1,?,.
CCc1nnc(NC(=O)CSc2nnc(Cc3ccccc3)n2Cc2ccccc2)s1,19%,2
CCc1ccc(S(=O)(=O)N/N=C\c2ccc3c(c2)OCO3)cc1,?,.
CCN(CC)S(=O)(=O)c1ccc(OC)c(NC(=O)c2ccc(N3CCCC3=O)cc2)c1,?,.

Compound activity (PubChem)
